VEEV TC-83 Vero – inhibitors of VEEV TC-83 cytopathic effect, confirmation, Vero cells (AID 588727); Vero cells, VEEV TC-83 cytopathic effect inhibition; higher % means a stronger effect; inhibition, % at 20 µM; hits with a dose series show IC50 in µM; hit rate 0.13% among 350,000; in the data active = a potency from the dose series; inconclusive = inhibition mostly from about 14% at the one dose, without a potency; inactive = the rest, 99 in 100 with inhibition below about 12%; also: strong numbers were not always called active
Salmonella PhoP GFP – PhoP regulon inhibitors, Salmonella typhi PhoP promoter GFP reporter, confirmatory (AID 1850); Salmonella Typhi PhoP-promoter GFP reporter, fluorescence, 4 h; higher % means a stronger effect; hit rate 0.33% among 310,000; inhibition, % at 50 µM, or IC50 in µM where a hit was titrated; in the data active = a potency from the dose series; inconclusive = inhibition mostly from about 25% at the one dose, without a potency; inactive = the rest, 99 in 100 with inhibition below about 19%;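 also: 0% = induced wells with vehicle and 100% = uninduced wells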
M. tuberculosis – growth inhibition of non-replicating M. tuberculosis (AID 488890); Mycobacterium tuberculosis non-replicating, growth inhibition; higher % means a stronger effect; one-dose inhibition, % at 25 µM; IC50 in µM for titrated hits; hit rate 0.39% among 320,000; in the data active = a potency from the dose series; inconclusive = inhibition mostly from about 82% at the one dose, without a potency; inactive = the rest, 99 in 100 with inhibition below about 76%;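 also: plate controls were DMSO cells for no effect and high antibiotic wells for full effect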
H37Rv inhibition – M. tuberculosis growth inhibition, HTS (AID 449762). M. tuberculosis H37Rv growth inhibition, 7H9 media; higher % means a stronger effect. inhibition, % at 25 µM, or IC50 in µM where a hit was titrated. hit rate 0.59% among 330,000; in the data active = a potency from the dose series; inconclusive = inhibition above about 70% without an active follow-up result;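 also: bacterial growth assessed after seven days of incubation; strong numbers were not always called active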
H1N1 NS1A inhibition – H1N1 influenza NS1A inhibitors, functional cell based assay (AID 504329); NS1A functional cell-based assay, percent inhibition; higher % means a stronger effect; one-dose inhibition, % at 12.5 µM; IC50 in µM for titrated hits; hit rate 0.3% among 340,000; in the data active = a potency from the dose series; inconclusive = inhibition above about 27% without an active follow-up result; also: strong numbers were not always called active
VEEV TC-83 Vero 10K pilot screen – further read-out of VEEV TC-83 Vero, marked with its call; inhibition, %; measured here: 10K pilot screen inhibition
* = called active by the depositor; i = inactive; ? = inconclusive; . = not tested or not shown.

SMILES | VEEV TC-83 Vero | Salmonella PhoP GFP | M. tuberculosis | H37Rv inhibition | H1N1 NS1A inhibition | others
Cc1cc(Br)cc(Cl)c1OCC(=O)N1CCN(C(=O)c2ccco2)CC1 | 3.8% | . | 8.4% | -4.1% | -18.0%
O=c1[nH]c2cc3c(cc2cc1C(c1nnnn1CC1CCCO1)N1CCCCCC1)OCCO3 (stereo not given) | 3.4% | -7.5% | 29.4% | -6.3% | -4.0%
COc1cc(/C=N/NC(=O)NC2CCCCC2)cc(OC)c1O | 0.4% | 1.7% | 26.1% | 2.0% | -7.3%
Cc1ccc(S(=O)(=O)Cc2ccc(C(=O)NC3CCCCCC3)o2)cc1 | i | 1.4% | 16.2% | 4.6% | 3.5%
O=c1cccccc1NN=C1CCCCCC1 | 3.4% | -3.8% | . | -4.1% | -4.6%
CC1CCCCN1C(=O)c1cc(S(=O)(=O)N2CCCCC2)c[nH]1 (stereo not given) | 3.4% | . | 5.1% | -5.0% | -3.1%
O=C(c1ccc(S(=O)(=O)N2CCOCC2)cc1)N1CCc2ccccc21 | 1.0% | -20.3% | -11.5% | 2.9% | 4.1%
CCOC(=O)N1CCC(NC(=O)CN2C(=O)C(CC)Oc3ccc(C)cc32)CC1 (stereo not given) | i | -1.1% | 3.2% | -24.0% | 3.4%
Cc1cc(C)n2nc(SCC(=O)c3ccccc3)nc2n1 | 0.4% | 1.0% | -5.5% | 4.3% | 0.6%
CCCn1c(N)c(C(=O)CSc2nnc(C3CC3)n2Cc2ccccc2)c(=O)[nH]c1=O | 1.5% | -1.7% | -8.0% | 1.1% | -1.6%
COc1ccccc1OCc1nnc(SCC(=O)N2CCCCC2)o1 | 0.8% | . | . | . | -8.8%
Cc1nc(SCc2ccccc2C#N)n[nH]1 | 0.4% | -9.1% | 9.2% | -5.9% | -1.5%
CCOC(=O)N1CCN(C(=O)CN(c2ccc(OCc3ccccc3)cc2)S(C)(=O)=O)CC1 | 0.2% | 1.1% | 6.7% | -3.0% | 4.6%
Cc1oc(-c2ccoc2)nc1CN(CC1CCC(=O)N1)C(C)C (stereo not given) | 1.3% | -2.0% | -19.2% | 1.9% | -3.3%
CC(C)NC(=O)c1cc(-n2cnnc2)ccc1Cl | i | 1.4% | 2.8% | -1.2% | -1.2%
CC(NC(=O)c1cc2ccccc2o1)C(=O)O (stereo not given) | 1.8% | -6.1% | 11.3% | 10.2% | 1.8%
COC(=O)CCC(=O)CN | 0.1% | -1.2% | 8.5% | 3.6% | -1.8%
N#CC1=C(SCc2ccccc2)NC(=O)CC1c1ccco1 (stereo not given) | 0.0% | 0.7% | 17.5% | -17.3% | -2.6%
CCCCSc1oc(-c2ccco2)nc1S(=O)(=O)c1ccccc1 | 0.1% | -2.5% | 10.9% | 4.2% | -3.1%
CC(=O)c1ccc(N(CC(=O)NC2CCCC2)C(=O)CNC(=O)c2cccs2)cc1 | i | -6.2% | -3.1% | 8.5% | 6.6%
Cc1cccc(NC(=O)[C@H](Cc2ccccc2)NC(=O)OCc2ccccc2)c1 | 2.3% | -9.5% | -13.4% | 1.2% | -0.1%
C[C@H]1COC(=O)[C@@H](Cc2ccc(F)cc2)C/C=C\C[C@@H](CC(=O)N[C@@H](CO)Cc2ccccc2)C(=O)N1 | 0.9% | . | 40.4% | -7.0% | 0.4%
O=C(NNC(=O)C12CC3CC(CC(C3)C1)C2)c1ccccc1O | 3.6% | . | 37.8% | -8.6% | -6.0%
Cc1ccc(OCc2nnc(SCC(=O)Nc3ccc4c(c3)OCO4)n2C)cc1 | i | -4.9% | 42.5% | -14.2% | 3.2%
CC1(C)CC(=O)c2c(oc3cc(O)c(O)cc23)C1 | 2.3% | 17.8% | 5.5% | 1.9% | 2.6%
O=C(Nc1cccc(S(=O)(=O)Nc2ccccc2F)c1)c1ccc2ccccc2n1 | 8.5% | 5.9% | ? | 31.3% | 4.6%
CCCCN(C(=O)C1CCCO1)c1c(N)n(CC(C)C)c(=O)[nH]c1=O (stereo not given) | 9.8% | -0.1% | -12.8% | -6.9% | -6.3%
COc1ccccc1N(CC(=O)Nc1ccc(Br)cc1F)S(=O)(=O)c1cccs1 | 7.0% | . | . | . | -13.4%
Cc1ccc(CNC(=O)C2CC(c3ccccc3[N+](=O)[O-])=NO2)o1 (stereo not given) | 0.7% | 3.5% | -11.6% | -3.4% | -3.0% | VEEV TC-83 Vero 10K pilot screen=0.2
COc1ccc([C@H]2CC(=O)C=C(c3cc(Br)ccc3OC)C2)cc1 | 0.6% | . | 17.8% | 34.0% | 2.5%
COc1cc(C2NC(=S)NC(c3ccccc3)=C2C(C)=O)ccc1O (stereo not given) | 1.4% | 6.8% | 3.2% | 1.0% | 3.5%
COc1ccc(/C=C/C(=O)NCCOc2ccc(C)cc2)cc1 | 1.1% | 16.4% | 29.4% | -2.4% | -16.4%
C[C@@H](CN1C2=NC[C@H](C)N2C[C@H]1Cc1ccc(O)cc1)NC(=O)CCC1CCCCC1 | 0.7% | -6.3% | 46.0% | -0.9% | -3.4%
CC(=O)c1cccc(NC(=O)C(C)OC(=O)c2cc(C)oc2C)c1 (stereo not given) | 3.5% | . | . | . | -1.5%
Cc1ccc(-c2nnc(SCC(C)C)n2C)cc1 | 1.6% | -7.1% | 73.1% | -5.8% | -1.9%
CC(=O)NC(Cc1ccc(F)cc1)C(=O)NC1CCN(C(=O)NCc2ccccc2)CC1 (stereo not given) | 0.8% | 0.7% | 0.0% | 7.4% | 7.7%
NC(=O)C(CC(=O)O)NC(=O)[C@@H]1CCOc2c(I)cc([N+](=O)[O-])cc2C(=O)N[C@@H](CCC(=O)O)C(=O)N[C@@H](CO)C(=O)N1 (stereo not given in full) | . | 6.0% | -6.0% | 0.2% | .
Cc1nc2ccccc2n1CC(=O)OCC(=O)N1CCC(C)CC1 | 2.7% | . | -12.9% | -2.6% | -14.8%
CCN(CC)c1ccc([N+](=O)[O-])cc1C(=O)N1CCOCC1 | 1.1% | -4.7% | 5.2% | 4.2% | -5.0%
O=C(CC12CC3CC(CC(C3)C1)C2)NCCN1CCOCC1 | 1.5% | 4.9% | -6.6% | -2.8% | 4.3%
CCOCCCN1C(=O)CN(C2CCCCC2)C(=O)C1c1ccc(OCC)c(OC)c1 (stereo not given) | i | -1.9% | 3.2% | 3.0% | 1.5%
O=C(c1ccccc1F)N1CCN(c2ccc([N+](=O)[O-])c(NCC3CCCO3)c2)CC1 (stereo not given) | 0.0% | -0.1% | 21.5% | 1.2% | 12.7%
COc1cccc(CN2CCc3[nH]c(=S)[nH]c(=O)c3C2)c1 | 0.2% | -9.2% | 9.3% | -5.7% | -2.1%
CCn1c(SCC(=O)O)nc2ccccc21 | 2.3% | -19.6% | 0.1% | 8.3% | -10.2%
Cc1ccc2[nH]c(=O)c(C(c3nnnn3C(C)(C)C)N3CCN(C(=O)c4ccco4)CC3)cc2c1 (stereo not given) | 2.2% | 3.2% | 18.8% | -4.6% | 8.4%
CCN(CC)S(=O)(=O)c1cccc(C(=O)OCC(=O)NC(C)c2ccccc2)c1 (stereo not given) | 1.9% | -3.4% | 3.3% | -0.2% | -9.4%
CCC1Oc2ccc(C)cc2N(CC(=O)N2CCOCC2)C1=O (stereo not given) | i | -8.2% | 5.3% | 1.0% | -3.8%
O=C1CCCC2=C1C1(O)C(=O)c3ccccc3C1(O)O2 (stereo not given) | 1.1% | 1.9% | 2.2% | -3.7% | -4.3%
Cc1ccc2nc(-c3ccccc3NC(=O)CCC(=O)O)c(=O)[nH]c2c1 | i | 2.2% | 7.3% | 4.9% | -2.7%
CNC[C@H]1Oc2ccc(NC(=O)C3CCCCC3)cc2CC(=O)N([C@H](C)CO)C[C@@H]1C | 0.1% | . | 12.7% | 6.8% | 6.1%
CC(NC(=O)COC(=O)c1cc(NS(=O)(=O)c2ccc(Cl)c([N+](=O)[O-])c2)ccc1O)C1CC2CCC1C2 (stereo not given) | 1.1% | -6.0% | 33.4% | -4.5% | -2.4%
CCCCC(=O)NC(=O)NC(c1ccccc1)c1ccccc1 | i | 2.1% | -1.1% | -0.8% | 0.6%
Cn1c(=O)c(=O)n(C)c2cc(S(=O)(=O)N3CCN(c4ccc(F)cc4)CC3)ccc21 | 0.1% | -6.0% | -13.1% | -9.2% | -7.7%
CCOc1ccc(NC(=O)c2sc(N3CCOCC3)nc2-c2ccccc2)cc1 | 1.8% | -6.2% | 7.5% | -0.1% | 0.4%
CC(C)Oc1cccc(OCCN2C(=O)c3ccccc3C2=O)c1 | 0.8% | -14.4% | 15.3% | 7.3% | 4.2%
COc1ccc(C(=O)N/C(=C\c2ccccc2)C(=O)N2CCOCC2)cc1 | 0.3% | -8.3% | -3.6% | -9.9% | -7.0%
CC(OC(=O)c1ccccc1C(=O)O)c1ccccc1 (stereo not given) | 1.2% | . | . | . | -19.8%
O=C(CSc1nnc(Cc2cc(=O)[nH]c(=O)[nH]2)n1-c1ccccc1)N1CCCCC1 | 0.5% | -14.9% | 5.0% | 0.6% | -4.6%
C/C(CC(=O)NC(C)c1ccccc1)=N\NC(N)=S (stereo not given) | i | 4.4% | 77.1% | -3.5% | -7.9%
CC(=O)NNC(=S)Nc1cc(S(=O)(=O)N(C)C)ccc1C | 0.2% | -1.8% | -4.7% | 4.9% | -3.6%
Remaining list, next part
SMILES | VEEV TC-83 Vero | Salmonella PhoP GFP | M. tuberculosis | H37Rv inhibition | H1N1 NS1A inhibition | others
COc1cc2c3c(c1OC)C1(C=CC(=NNC(N)=O)C=C1)CC3N(C(C)=O)CC2 (stereo not given) | 0.3% | -5.0% | -20.9% | -3.4% | -2.1%
Cc1ccc(NC(=O)CN(C)C(=O)Cc2ccc(Cl)c(Cl)c2)cc1 | 0.2% | -2.1% | 60.6% | -9.5% | 9.8%
COc1ccc2c(C)c(CC(=O)N3C[C@H]4C[C@@H](C3)c3cccc(=O)n3C4)c(=O)oc2c1OC | i | -2.2% | -11.6% | -5.2% | 0.1%
CCOc1ccc2oc(C(=O)N3CCCN(C)CC3)c(C)c2c1 | 3.5% | . | 16.9% | 6.2% | -7.4%
Cc1ccc(-n2c(SCC(=O)Nc3ccc4c(c3)OCCO4)nnc2-c2ccco2)cc1 | 1.5% | -5.1% | -1.7% | 0.5% | -20.6%
COc1ccc(C(=O)NC(=S)NCc2ccccc2)cc1OC | 2.3% | 1.4% | 7.2% | 0.5% | -2.2%
CC(=O)c1sc2nc(-c3ccco3)ccc2c1N | 1.6% | -1.5% | -5.7% | -7.1% | .
Cc1ccc(-c2cc(C(=O)NCc3ccco3)c3ccccc3n2)s1 | 9.1% | 15.7% | 29.5% | 2.8% | -6.0%
COc1cc(C(=O)N2CCN(S(=O)(=O)c3ccc(C)cc3)CC2)ccc1OCC(=O)N1CCOCC1 | 1.6% | . | . | . | -5.4%

Reprinted from above for reference:
SMILES | VEEV TC-83 Vero | Salmonella PhoP GFP | M. tuberculosis | H37Rv inhibition | H1N1 NS1A inhibition | others
COc1cc2c3c(c1OC)C1(C=CC(=NNC(N)=O)C=C1)CC3N(C(C)=O)CC2 (stereo not given) | 0.3% | -5.0% | -20.9% | -3.4% | -2.1%
Cc1ccc(NC(=O)CN(C)C(=O)Cc2ccc(Cl)c(Cl)c2)cc1 | 0.2% | -2.1% | 60.6% | -9.5% | 9.8%
COc1ccc2c(C)c(CC(=O)N3C[C@H]4C[C@@H](C3)c3cccc(=O)n3C4)c(=O)oc2c1OC | i | -2.2% | -11.6% | -5.2% | 0.1%
CCOc1ccc2oc(C(=O)N3CCCN(C)CC3)c(C)c2c1 | 3.5% | . | 16.9% | 6.2% | -7.4%
Cc1ccc(-n2c(SCC(=O)Nc3ccc4c(c3)OCCO4)nnc2-c2ccco2)cc1 | 1.5% | -5.1% | -1.7% | 0.5% | -20.6%
COc1ccc(C(=O)NC(=S)NCc2ccccc2)cc1OC | 2.3% | 1.4% | 7.2% | 0.5% | -2.2%
CC(=O)c1sc2nc(-c3ccco3)ccc2c1N | 1.6% | -1.5% | -5.7% | -7.1% | .
Cc1ccc(-c2cc(C(=O)NCc3ccco3)c3ccccc3n2)s1 | 9.1% | 15.7% | 29.5% | 2.8% | -6.0%
COc1cc(C(=O)N2CCN(S(=O)(=O)c3ccc(C)cc3)CC2)ccc1OCC(=O)N1CCOCC1 | 1.6% | . | . | . | -5.4%

Assay outcomes from PubChem BioAssay.
